Source: PubChem
sdo1 growth – sdo1-depleted yeast growth rescue. S. cerevisiae sdo1-depleted JHY4D growth rescue, OD600 30 h; active compounds read high; pdr5 snq2 efflux-pump mutant strain. z-score at 10 µM. hit rate 0.21% among 140,000. AID 817;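 active = z-score above 3 at both the 24 hr and the 30 hr optical density reads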;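 also: z-score against mean and SD of all compound wells on the same plate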
INS promoter inh – TRM-6 insulin promoter activity inhibition. TRM-6 cells (human fetal islet line), insulin promoter-eGFP reporter, imaging; reporter expression induced with tamoxifen. inhibition, % at 2 µM. hit rate 0.9% among 130,000;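 active = inhibition above the mean plus 3 SD, with well images judged a real hit on visual review, cut at about 60% in these data, passing the limit was not always enough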
sdo1 growth Rescue 24 h – further read-out of sdo1 growth, marked with its call; z-score; S. cerevisiae sdo1-depleted JHY4D growth rescue, OD600; measured here: growth rescue at 24 h;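 0 is the plate mean of compound wells and units are plate SD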
* marks the source's active call; other numbers are inactive results; i = inactive; x = no result given; [ ] = remark or other dose. The list is partial; the hit share may differ from the screen's.

Screens in order – sdo1 growth	sdo1 growth Rescue 24 h	INS promoter inh
> O=C(Nc1cccc(S(=O)(=O)C(F)F)c1)c1ccc(S(=O)(=O)N2CCOCC2)cc1
 : 2.12	2.9	-66.7
> COc1ccc(NC(=O)/C(=C\c2ccc3c(c2)OCO3)NC(C)=O)cc1
 : 0.85	0.42	x
> O=C(CCn1c(=O)sc2ccccc21)NCc1ccccc1
 : -0.32	-0.69	x
> O=C(c1ccc(Cl)cc1)c1cnc(-c2ccccc2)s1
 : 1.37	1.26	17.1
> COc1cccc(C=Nc2ccc(C)c(F)c2)c1O
 : 2.51	1.73	10.0
> COCCn1c(=NC(=O)c2cc3ccccc3oc2=O)sc2cc(S(N)(=O)=O)ccc21
 : 0.02	0.05	-16.0
> CN(C)c1ccc(/C=N/NC(=O)CCc2c[nH]c3ccccc23)cc1
 : x	x	0.0
> CN(C)S(=O)(=O)c1ccc(C(=O)NCc2nnc(SCC(=O)Nc3ccc(F)cc3)n2-c2ccc(F)cc2)cc1
 : -0.12	-0.47	x
> COC(=O)C1=C(O)/C(=C\c2ccc(CNC(=O)C(=O)Nc3ccc(C)c(C)c3)o2)N=C1C
 : -0.44	0.06	-369.2
> CCOC(=O)c1[nH]c(C)c(/C(O)=C2\C(=O)C(=O)N(CCCN(CC)CC)C2c2cccnc2)c1C (stereo not given)
 : x	x	0.0
> CC1(C)CC(=O)C(C=NCCN2CCN(CCc3ccccc3)CC2)=C(O)C1
 : -0.54	-0.73	-20.0
> O=C(CSc1nnc(-c2ccccc2)n1Cc1ccccc1)NNC(=O)c1ccccc1O
 : 0.58	-0.12	8.3
> Cc1cc2nc(CCN(Cc3cccnc3)C(=S)Nc3ccccc3)[nH]c2cc1C
 : 0.95	0.73	0.0
> O=C(CONS(=O)(=O)c1ccc(Cl)cc1)NCCNc1ncc(C(F)(F)F)cc1Cl
 : x	x	-23.5
> Fc1ccc(CNC(=S)NC2CCCCC2)cc1
 : x	x	11.8
> Cc1ccc(S(=O)(=O)Nc2nc3ccccc3nc2NCc2ccco2)cc1C
 : -1.65	-0.25	x
> CCCNC(=O)N1CCN(S(=O)(=O)c2ccc(C)c(C)c2)CC1
 : x	x	66.7
> CCCOc1ccc(C(=O)N2CCN(c3ccc(N)cc3Cl)CC2)cc1
 : -1.02	-1.28	-28.9
> CCOc1ccc(S(=O)(=O)N(CC(=O)N2CCc3ccccc32)Cc2ccco2)cc1
 : -1.3	-0.9	15.6
> Cc1ccc(S(=O)(=O)N2CCC(=O)N(CCOCc3ccc(F)cc3)CC2)cc1
 : -0.77	-0.56	-40.9
> CCCNC(=O)c1cn(CC)c2cc(N3CCN(C)CC3)c(F)cc2c1=O
 : 0.21	-0.36	0.0
> COC(=O)c1ccccc1NC(=O)c1ccc2c(c1)OCCO2
 : 0.17	1.13	-327.8
> O=C(COc1ccc(Br)cc1)N/N=C1/SCC(=O)N1Cc1ccccc1
 : -0.64	-0.8	17.2
> CCOC(=O)N1CCC(Nc2c(NCCN3CCN(c4ccccc4F)CC3)c(=O)c2=O)CC1
 : 0.41	-0.06	x
> Cc1ccc(O)c(NC(=O)CSc2ccc(Cl)cc2)c1
 : x	x	-35.0
> CCOc1ccc(-c2c(C#N)c(N)nc3c2c(=O)n(C)c(=O)n3C)cc1OC
 : 0.07	-0.54	-306.2
> CCN(CC)C(=O)C1CCCN(Cc2sccc2C)C1 (stereo not given)
 : 0.5	-0.83	-6.2
> Cc1ccc(C)n1-c1cccc(N)c1
 : -0.37	-0.38	-15.2
> COc1ccccc1NC(=O)NCCCN1CCN(c2cccc(Cl)c2)CC1
 : 0.44	0.1	x
> CCc1cccc(C)c1NC(=O)COn1nnc2ccc(C(F)(F)F)cc21
 : -0.21	-0.12	-28.6
> O=C1OC(c2ccccc2)=N/C1=C/c1cccc(OC(=O)c2cccs2)c1
 : x	x	33.3
> Cn1cc(Cl)c(C(=O)Nc2cccc(Cl)c2Cl)n1
 : -0.54	0.22	42.9
> COc1cccc(NC(=S)NCCCN2CCOCC2)c1
 : 0.81	0.39	-63.3
> O=C(CCCN=C1NS(=O)(=O)c2ccccc21)OCC(=O)N1CCc2ccccc21
 : 0.19	-0.11	x
> COc1ccccc1-c1cc(C(F)(F)F)nc(N2CCOCC2)n1
 : -1.69	-1.58	-40.0
> COc1ccc(Br)cc1CN1CCCC(C(=O)N2CCCCC2)C1 (stereo not given)
 : -0.14	-0.48	8.3
> CCC(=O)N1CN(S(=O)(=O)c2ccc(C)cc2)CC1C (stereo not given)
 : 0.6	-0.03	57.1
> COc1ccc(C(=O)Nc2c(C)csc2C(=O)O)cc1
 : x	x	-4.8
> Cc1ccc(CN(CC(=O)N/N=C/c2ccco2)S(=O)(=O)c2ccc(C)cc2)cc1
 : -0.47	0.19	-52.5
> COCCn1c(SCc2cccnc2)nnc1-c1c[nH]c2ccccc12
 : 0.4	-0.11	x
> Cc1ccn2c(Nc3ccccc3)c(-c3ccccn3)nc2c1
 : x	x	25.0
> FC(F)(F)c1cc(-c2ccco2)nc2ncnn12
 : 1.77	0.47	8.3
> Cc1ccc(CCNC(=O)C2CCCN2S(=O)(=O)c2ccc3c(c2)CCC(=O)N3)cc1 (stereo not given)
 : -0.64	-0.84	x
> CCCOC(=O)c1[nH]c2c(c1C)C(=O)CC(c1cc(OC)c(OC)c(OC)c1)C2 (stereo not given)
 : -1.08	-0.78	42.9
> O=C(NCCCn1ccnc1)C(=O)NCC1OCCN1S(=O)(=O)c1ccccc1 (stereo not given)
 : x	x	-28.6
> Cc1ccc(OCC(=O)OCC(=O)c2c(N)n(C)c(=O)n(C)c2=O)cc1C
 : 1.5	1.58	-42.3
> CSc1nc2ccc(NC(=O)c3ccco3)cc2s1
 : 2.64	3.55	x
> Cn1ccnc1SCC(=O)c1ccc(Br)cc1
 : 0.13	0.26	x
> O=C(COC(=O)CCCN1C(=O)c2ccccc2C1=O)Nc1ncc(Cl)cc1Cl
 : 0.23	0.23	-9.1
> O=C(NC1(C(F)(F)F)NC(=O)N(CC2CCCCC2)C1=O)c1ccco1 (stereo not given)
 : -0.85	-0.76	28.6
> COc1ccc(/C=C/C(=O)NC(=S)Nc2ccc(S(=O)(=O)Nc3nccnc3OC)cc2)cc1
 : 0.81	0.76	x
> COc1ccc(C(=O)Nc2cc(C)c3c(=O)oc4ccccc4c3n2)cc1
 : -1.81	0.03	x
> COc1cc(C2CC(=O)N3CN(Cc4ccccc4)CSC3=C2C#N)ccc1OCc1ccccc1 (stereo not given)
 : 0.62	-0.06	x
> CCC(C)n1c(SCC(=O)Nc2ccccc2C(F)(F)F)nc2ccsc2c1=O (stereo not given)
 : -0.31	0.03	7.9
> Cn1c(=O)oc2cc(S(=O)(=O)NCCN3CCN(c4ccccc4F)CC3)ccc21
 : -1.22	-1.27	x
> Cc1ccc(S(=O)(=O)Oc2ccc(N3C(=O)C4C5CCC(C5)C4C3=O)cc2)cc1 (stereo not given)
 : x	x	5.0
> Cc1nc(CNS(=O)(=O)c2ccc3c(c2)OCCO3)cs1
 : 0.53	-0.31	-11.4
> COc1ccc(-c2nc(-c3cccc(C)c3)nc(N3CCN(C)CC3)c2C#N)cc1
 : -1.99	-1.56	x
> COc1ccc2c(c1)sc(=N)n2C
 : x	x	-15.4
> COc1ccc(-c2cc(C(F)F)n3ncc(C(=O)N4CCN5CCCC5C4)c3n2)cc1 (stereo not given)
 : 0.48	-0.18	-8.3

As entered above:
sdo1 growth, Cc1ccc(OCC(=O)OCC(=O)c2c(N)n(C)c(=O)n(C)c2=O)cc1C reads 1.5
sdo1 growth Rescue 24 h, COc1ccc(C(=O)Nc2cc(C)c3c(=O)oc4ccccc4c3n2)cc1 reads 0.03
sdo1 growth Rescue 24 h, CCCOC(=O)c1[nH]c2c(c1C)C(=O)CC(c1cc(OC)c(OC)c(OC)c1)C2 (stereo not given) reads -0.78
sdo1 growth Rescue 24 h, Cc1ccc(CCNC(=O)C2CCCN2S(=O)(=O)c2ccc3c(c2)CCC(=O)N3)cc1 (stereo not given) reads -0.84

Further records
SMILES | sdo1 growth | sdo1 growth Rescue 24 h | INS promoter inh
CCOc1ccc(NC(=O)c2ccc(Br)o2)c([N+](=O)[O-])c1 | 0.45 | 0.38 | x
c1ccc2c(c1)OCC(c1nnc3sc(-c4ccc5c(c4)OCO5)nn13)O2 (stereo not given) | -1.12 | -1.11 | 0.0
NC(=O)c1nc(-c2cccs2)nc2c1[nH]c(=O)n2-c1ccc(F)cc1 | x | x | -10.5
NS(=O)(=O)c1ccc(CCNC(=O)COC(=O)C2CCCN2C(=O)c2cccs2)cc1 (stereo not given) | 0.18 | 0.06 | x
CC(C)(C)C(=O)NC(=S)Nc1ccccc1F | -0.51 | -0.53 | 29.0
CCn1c(=O)c(=O)[nH]c2cc(C(=O)NC3CCCC3)ccc21 | x | x | -27.8
COc1ccccc1C1C2=C(N=c3s/c(=C/c4cccc(OCC(=O)O)c4)c(=O)n31)c1ccccc1CC2 (stereo not given) | 1.94 | 1.92 | 28.6
COCCNC(=S)N/N=C(\C)c1cccc(C(F)(F)F)c1 | x | x | -21.4
CCOC(=O)c1c(C)oc2c1c1c(c3ccccc32)OCN(Cc2ccccn2)C1 | -1.71 | -1.22 | 16.7
CCOC(=O)C1CCN(C(c2cccc(OC)c2)c2sc3nc(C)nn3c2O)CC1 (stereo not given) | 0.84 | 0.75 | 28.6
Cc1ccc(CC(=O)Nc2cccc(C)n2)cc1 | -0.62 | -0.61 | -34.9
CCCNC(=O)NC(=O)COc1ccc2oc3ccccc3c2c1 | -0.15 | 0.19 | 56.8
COc1ccc(/C=N/n2c(SC)nnc(C(C)(C)C)c2=O)c(OC)c1 | 0.83 | 0.93 | -46.1
Cc1cc(=O)oc(C)c1C(=O)N1CCN(C(c2ccccc2)c2ccccc2)CC1 | -0.97 | -1.09 | -62.5
O=C(CCc1ccccc1)Nc1ccc(N2CCCCC2)cc1 | -0.81 | -1.91 | 16.7
CS(=O)(=O)N1CCC(C(=O)N2CCC(Cc3ccccc3)CC2)CC1 | -0.44 | 0.26 | -23.1
COc1ccc(CNC(=O)COC(=O)c2cncc(Br)c2)cc1 | x | x | 18.2
O=S(=O)(Nc1cccnc1)c1cc(Cl)ccc1Cl | -0.01 | -0.46 | 43.2
CSc1nnc(C)c(/C=C/Nc2ccc(Cl)cc2)n1 | -0.55 | -0.32 | -16.7
COc1ccc(-n2c(=O)cc(N3CCCCCC3)[nH]c2=O)cc1 | 0.54 | 0.32 | 58.1
O=C(COC(=O)/C=C/c1ccccc1Cl)NC1CCCCCC1 | x | x | 18.2
O=C(N/N=C/c1cn(-c2ccccc2)nc1-c1ccc(F)cc1)c1ccc(Br)o1 | -0.62 | -1.35 | x
Cc1cc(Nc2ccc(C(=O)O)cc2)n2nc(C)nc2n1 | 0.37 | -0.27 | x
CCOC(=O)c1c(-c2cccs2)csc1NC(=O)COC(=O)c1c(C)noc1C | -0.24 | -0.05 | x
CCCn1c(SCC(=O)Nc2cccc(C(=O)OC)c2)nnc1-c1cccnc1 | 1.79 | 2.61 | x
N#Cc1c(NC(=O)c2ccccc2Cl)n(Cc2ccccc2)c2nc3ccccc3nc12 | -2.29 | -2.06 | x
O=C(Cc1ccc(-n2cccc2)cc1)N1CCN(c2ccccc2F)CC1 | 1.85 | 2.46 | x
O=C(COc1ccccc1F)c1ccc(O)cc1O | 0.07 | 0.57 | x
Nc1c(C(=O)OCC2CCCO2)c2nc3ccccc3nc2n1-c1ccc2c(c1)OCCO2 (stereo not given) | -1.32 | -1.51 | 0.0
O=C1CC(N2CCN(c3ccc(F)cc3)CC2)C(=O)N1Cc1ccc(N2CCCC2=O)cc1 (stereo not given) | 0.45 | -0.06 | -72.7
COC(=O)[C@H]1CCCN1C(=O)Nc1cccc(Oc2c(F)c(F)c(F)c(F)c2F)c1 | -0.68[4.6 µM] | -0.36 | x
Cc1c(C(=O)O)cnc2c([N+](=O)[O-])cnn12 | x | x | 55.6
O=C(CCN1CCN(c2ccc(F)cc2)CC1)Nc1ccccc1F | 1.8 | 3.22 | i
Cc1ccc(-c2nc(SCC(=O)N(C)C3CCS(=O)(=O)C3)[nH]c2-c2ccc(C)cc2)cc1 (stereo not given) | 0.31 | -0.1 | -11.4
Cc1cccc(C(=O)Oc2ccccc2/C=N/Nc2ccc([N+](=O)[O-])cc2)c1 | -0.24 | 1.23 | -63.3
Cc1ccc(NC(=O)N2CCC(=O)N2)cc1 | -0.38 | -0.97 | -39.3
Cc1nn(CC(=O)N2c3ccccc3NC(=O)C2(C)C)c(C)c1[N+](=O)[O-] | x | x | 16.7
Cc1ccc(N2C(=S)SC3CS(=O)(=O)CC32)cc1 (stereo not given) | x | x | 21.4
CCOC(=O)N1CCN(C(=O)CS(=O)Cc2nc(-c3cccc(C)c3)oc2C)CC1 (stereo not given) | 0.98 | 0.9 | x
Cn1c(Cc2ccccc2)nnc1SCCC(=O)Nc1ccccc1 | 0.31 | -0.23 | -44.0
CCOC(=O)C(NCc1ccco1)(NC(=O)c1ccc(OC)cc1)C(F)(F)F (stereo not given) | 0.27 | -0.29 | -24.0
CNc1nc(N)nc(OC(C(F)(F)F)C(F)(F)F)n1 | x | x | 11.6
O=c1[nH]cnc2c1N=C(c1cccc([N+](=O)[O-])c1)CC(c1ccccc1)N2 (stereo not given) | x | x | -48.6
CC1CC(C)CN(CCOc2cccc(Cl)c2Cl)C1 (stereo not given) | -0.44 | -0.45 | -93.3
Cc1nc(C(=O)N2CCc3c([nH]c4ccccc34)C2c2ccccn2)cs1 (stereo not given) | x | x | 33.3
CCOC(=O)N1CCC2(O)CCCCC2C1c1ccc(F)cc1 (stereo not given) | 2.02 | 2.74 | -38.7
Cc1ccc(NC(=O)C(OC(=O)c2ccc(O)cc2)c2ccccc2)cc1Cl (stereo not given) | -1.98 | -0.99 | 14.3

Reformatted: results already given.
| sdo1 growth | sdo1 growth Rescue 24 h | INS promoter inh | molecule |
| --- | --- | --- | --- |
| -0.37 | -0.38 | -15.2 | Cc1ccc(C)n1-c1cccc(N)c1 |
| 1.79 | 2.61 | x | CCCn1c(SCC(=O)Nc2cccc(C(=O)OC)c2)nnc1-c1cccnc1 |
